# Source: PubChem (National Center for Advancing Translational Sciences (NCATS))
# EPAC1 agonist: qHTS for Agonist of cAMP-regulated guanine nucleotide exchange factor 3 (EPAC1): primary screen | Rap guanine nucleotide exchange factor 3 (Homo sapiens), O95398 | Potency, µM (titrated, usually from 154 µM), inactives show at the highest dose activation, usual class: activators | EPAC1 agonist qHTS, biochemical assay; response scale: 100% = response to 6.5 mM cAMP | 360,000 tested, 0.073% active; also: potency is read from the fitted curve at half-maximal effect; nearly all actives have a fitted effect of over 60% in size
#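 Nucleotide exchange by EPAC1 (100 nM) on Rap1B–BODIPY-GDP (250 nM) in the presence of 50 uM GDP is tracked fluorescently at 480/540 nm over 30 min. Signals are normalized to a 6.5 mM cAMP control.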
# PI5P4K alpha inh: qHTS for Inhibitors of phosphatidylinositol 5-phosphate 4-kinase (PI5P4K) | Phosphatidylinositol 5-phosphate 4-kinase type-2 alpha (Homo sapiens), P48426 | PI5P4Kalpha enzyme, ADP-Glo luminescence, 60 min; hits give low values | max response, % | 330,000 tested, 1.2% active; active = max response of -50% or lower; inconclusive = between -30% and -50%; inactive = -30% or higher; also: value at the top dose of about 77 µM; % is scaled to controls: 0 for no effect and ±100 for the full control effect
# Target sequence (P48426 whole entry, looked up): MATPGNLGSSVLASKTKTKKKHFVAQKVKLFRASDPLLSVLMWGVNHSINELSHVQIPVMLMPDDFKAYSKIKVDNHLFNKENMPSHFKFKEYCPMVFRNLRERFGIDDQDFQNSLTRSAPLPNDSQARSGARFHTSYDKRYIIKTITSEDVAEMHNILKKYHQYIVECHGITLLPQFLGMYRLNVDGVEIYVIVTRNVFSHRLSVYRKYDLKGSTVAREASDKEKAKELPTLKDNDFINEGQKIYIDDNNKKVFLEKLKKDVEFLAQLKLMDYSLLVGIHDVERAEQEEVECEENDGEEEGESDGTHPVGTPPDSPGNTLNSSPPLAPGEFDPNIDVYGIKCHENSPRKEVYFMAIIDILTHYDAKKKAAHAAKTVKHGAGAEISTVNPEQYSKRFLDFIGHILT
#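 Human PI5P4Kalpha with substrate in 0.038 M HEPES pH 7.4, 0.28 mM EGTA, 0.1% CHAPS, 5% DMSO; reaction started with 5 microM ATP (final), 60 min at room temperature. ADP formed read by ADP-Glo luminescence.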
# GLP-1R agonist: qHTS of GLP-1 Receptor Agonists; Glucagon-like peptide 1 receptor (Homo sapiens), P43220; AID 624172, 2012; HEK293 GLP-1R CRE-luciferase, luminescence, 4-6 h; cells express a hypersensitive GLP-1R form; 380,000 tested, 0.007% active; Potency, µM (highest dose often 45.6 µM), for inactives: at the top dose activation, usual class: activators; also: potency is read from the fitted curve at half-maximal effect; % of control where 0% means no effect
# Target sequence (P43220 whole entry, looked up): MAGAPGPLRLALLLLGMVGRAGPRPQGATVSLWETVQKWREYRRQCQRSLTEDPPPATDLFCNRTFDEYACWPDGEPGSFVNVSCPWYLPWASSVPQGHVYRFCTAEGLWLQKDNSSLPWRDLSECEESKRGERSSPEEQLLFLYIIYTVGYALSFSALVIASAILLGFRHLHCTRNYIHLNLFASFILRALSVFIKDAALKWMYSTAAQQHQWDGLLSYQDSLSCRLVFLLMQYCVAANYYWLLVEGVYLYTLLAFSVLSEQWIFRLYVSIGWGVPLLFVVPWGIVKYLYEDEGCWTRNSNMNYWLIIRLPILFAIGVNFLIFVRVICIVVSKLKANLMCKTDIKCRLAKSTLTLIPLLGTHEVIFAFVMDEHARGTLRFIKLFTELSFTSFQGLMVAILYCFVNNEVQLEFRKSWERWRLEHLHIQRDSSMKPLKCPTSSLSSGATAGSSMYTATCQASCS
# GLP1R inv ag: qHTS of GLP-1 Receptor Inverse Agonists (Inhibition Mode). 410,000 tested, 1.6% active. HEK293 GLP-1R CRE-luciferase, luminescence, 24 h; GLP-1R form is constitutively active. Potency, µM (series often up to 38.3 µM), without a hit: top-dose activity change, negative = inhibition, actives largely listed as inhibitors; also: potency is read from the fitted curve at half-maximal effect; % is scaled to controls: 0 for no effect and ±100 for the full control effect; nearly all actives have a fitted effect of over 55% in size
#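 Using stably transfected HEK293 (constitutively active GLP-1R, cAMP-luciferase reporter), compounds were incubated 24 hr and luciferase measured by luminescence.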
# IL-2 act: qHTS of IL-2 Activators. 360,000 tested, 0.065% active. activation, % (series mostly up to about 46 µM). IL-2 activation reporter assay, cell-based qHTS; stimulated with anti-CD3/CD4/CD28 beads; in transgenic mouse T cells; in the data active = activation above about 50%; inconclusive = mostly about 30% to 49%; also: 0% is about no effect
#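 EGFP and DsRed fluorescence is measured by plate cytometry in unstimulated transgenic mouse T cells exposed to compound for 60 minutes, then stimulated 18 hours at 37 degrees C with anti-CD3/anti-CD4 beads plus anti-CD28.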
# GLP1R cytotox: qHTS of GLP-1 Receptor Inverse Agonists: Cytotox Screen; 410,000 tested, 0.13% active; Potency, µM (series often up to 38.3 µM), without a hit: at the highest dose activity change, negative = inhibition, hits mostly inhibitors; HEK293 cAMP-luciferase reporter cells, luminescence, 24 h; AID 624418, 2012;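 also: loss of luciferase light is scored as toxicity; potency is read from the fitted curve at half-maximal effect; % is scaled to controls: 0 for no effect and ±100 for the full control effect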
#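 A 23 nL compound transfer followed 12 hours of cell culture at 37 deg C; exposure then lasted 24 hr. Luciferase assay detection reagent was dispensed and plates read for luminescence after a 12 min room-temperature wait.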
# PTHR1 ag: qHTS for PTHR1 Agonists: Primary Screen; 410,000 tested, 0.075% active; Parathyroid hormone/parathyroid hormone-related peptide receptor (Homo sapiens), Q03431; Potency, µM (titrated, usually from 115 µM), for inactives: at the highest dose activation, actives largely listed as activators; AID 743266, 2014; HEK293 GP2 PTHR1 cells, GloSensor cAMP luminescence, 1 h; also: potency is read from the fitted curve at half-maximal effect; nearly all actives have a fitted effect of over 55% in size; some results filed as inactive show a strong effect at the top dose; inactives centre near -15; many of its hits are not listed in these tables
#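 HEK-293-derived GP2 cells expressing PTHR1 and a GloSensor cAMP reporter, 3,000/well, plated overnight, given luciferin plus IBMX (each 0.5 mM as added) for 1 h at 37 °C, then compound for 1 h at 37 °C. Luminescence was read after 15 min at room temperature.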
# EPAC1 antag: qHTS for Antagonist of cAMP-regulated guanine nucleotide exchange factor 3 (EPAC1): primary screen; Rap guanine nucleotide exchange factor 3 (Homo sapiens), O95398; EPAC1 GEF assay, Rap1b-BODIPY-GDP exchange fluorescence; AID 720709, 2013; 360,000 tested, 0.14% active; Potency, µM (doses to about 115 µM), for inactives: top-dose activity change, negative = inhibition, hits mostly inhibitors;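 also: potency is read from the fitted curve at half-maximal effect; plate controls were vehicle for no effect and positive control for full effect; nearly all actives have a fitted effect of over 50% in size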
# PLK1 PBD block: qHTS for Inhibitors of PLK1-PDB (polo-like kinase 1 - polo-box domain): Primary Screen; Serine/threonine-protein kinase PLK1 (Homo sapiens), P53350; Plk1 PBD binding of FITC phosphopeptide, fluorescence polarization; Potency, µM, inactives show max response, negative = inhibition, actives largely listed as inhibitors; 360,000 tested, 2.8% active; AID 720504, 2013; also: potency is read from the fitted curve at half-maximal effect; series mostly up to about 57 µM; % is scaled to controls: 0 for no effect and ±100 for the full control effect; nearly all actives have a fitted effect of over 65% in size
# * = called active by the depositor; i = inactive; ? = inconclusive; . = not tested or not shown; & = joins results of further samples; [ ] = remark or other dose. Unless noted, calls follow the shape of the dose curve; as a rule, active = well fitted curve in the direction sought with a large enough effect; inconclusive = small, poorly fitted or top-dose-only effect, or another doubt; inactive = no such curve, though single readings can be large; an effect the other way counts as inactive or inconclusive. These rows are one share of the data. The share of hits here may be higher or lower than overall.
nr | SMILES | EPAC1 agonist | PI5P4K alpha inh | GLP-1R agonist | GLP1R inv ag | IL-2 act
1 | N#Cc1cccc(S(=O)(=O)NCC(=O)OCC(=O)NCc2ccccc2)c1 | 4% | 0 | 0% | 6% | 0.8
2 | N#C/C(=C\c1ccc(O)c(O)c1)C(=O)NCCCc1ccccc1 | -7% | ? | 8% | ? | 0.5
3 | O=c1nc(SCc2ccccc2Cl)nc(-c2ccc(Cl)cc2)[nH]1 | 9% | 17 | 5% | 4% | 3.0
4 | CC(C)C[C@H](NC(=O)c1nc[nH]c1C(=O)N[C@@H](CC(C)C)C(=O)OC(C)(C)C)C(=O)OCc1ccccc1 | -40%[inhibitor] | 18 | -3% | ? | -0.7
5 | C/C(N)=C(/C#N)C(=O)COC(=O)c1ccc(C#N)cc1 | -8% | 0 | 0% | -14% | -0.1
6 | COc1ccc(-c2cc3c(o2)CCCC3OCCN2CCOCC2)cc1 (stereo not given) | 4% | -1 | 16% | 11% | 4.2
7 | CCOc1cccc2cc(C(N)=O)c(=NCc3ccccc3)oc12 | 5% | . | -1% | 0% | 0.1
8 | CCCn1c2ccccc2c2cnn(CC(=O)NC(C)CC)c(=O)c21 (stereo not given) | 1% | 3 | 0% | 10%&5% | 1.3
9 | O=c1c([N+](=O)[O-])cc(C(F)(F)F)cn1Cc1c(Cl)cccc1Cl | -1% | 15 | -2% | 1% | 0.6
10 | CC(OC(=O)C1CCCCC1)C(=O)Nc1cccc([N+](=O)[O-])c1 (stereo not given) | 13% | -1 | 0% | ? | -0.3
11 | Cc1scc(C(=O)NCc2ccco2)c1-c1ccccc1 | -1% | . | 3% | 0% | -2.4
12 | Cn1c(=O)n(C)c2cc(NC(=O)c3ccc(F)cc3)c(Br)cc21 | -1% | 7 | -4% | 38%[activator] | 0.4

nr | GLP1R cytotox | PTHR1 ag | EPAC1 antag | PLK1 PBD block
1 | 3% | 20% | -1% | 6%
2 | -17% | -30% | ? | -19%
3 | 5% | -14% | 26% | ?
4 | -13% | i | ? | 3%
5 | -5% | ? | 13% | -11%
6 | -5% | -17% | -8% | -5%
7 | 10% | -7%[57.5 µM] | 10% | 2%
8 | 17%&16% | i | 8% | 3%
9 | 64%[activator] | 0% | -17% | -22%
10 | -14% | -20% | -3% | -6%
11 | -5% | 25%[57.5 µM] | -4% | -14%
12 | -1% | i | 5% | -6%

# Eight entries out of the list, ordered by heavy-atom count, ascending:
nr | SMILES | EPAC1 agonist | PI5P4K alpha inh | GLP-1R agonist | GLP1R inv ag | IL-2 act
5 | C/C(N)=C(/C#N)C(=O)COC(=O)c1ccc(C#N)cc1 | -8% | 0 | 0% | -14% | -0.1
11 | Cc1scc(C(=O)NCc2ccco2)c1-c1ccccc1 | -1% | . | 3% | 0% | -2.4
12 | Cn1c(=O)n(C)c2cc(NC(=O)c3ccc(F)cc3)c(Br)cc21 | -1% | 7 | -4% | 38%[activator] | 0.4
7 | CCOc1cccc2cc(C(N)=O)c(=NCc3ccccc3)oc12 | 5% | . | -1% | 0% | 0.1
8 | CCCn1c2ccccc2c2cnn(CC(=O)NC(C)CC)c(=O)c21 (stereo not given) | 1% | 3 | 0% | 10%&5% | 1.3
6 | COc1ccc(-c2cc3c(o2)CCCC3OCCN2CCOCC2)cc1 (stereo not given) | 4% | -1 | 16% | 11% | 4.2
1 | N#Cc1cccc(S(=O)(=O)NCC(=O)OCC(=O)NCc2ccccc2)c1 | 4% | 0 | 0% | 6% | 0.8
4 | CC(C)C[C@H](NC(=O)c1nc[nH]c1C(=O)N[C@@H](CC(C)C)C(=O)OC(C)(C)C)C(=O)OCc1ccccc1 | -40%[inhibitor] | 18 | -3% | ? | -0.7

nr | GLP1R cytotox | PTHR1 ag | EPAC1 antag | PLK1 PBD block
5 | -5% | ? | 13% | -11%
11 | -5% | 25%[57.5 µM] | -4% | -14%
12 | -1% | i | 5% | -6%
7 | 10% | -7%[57.5 µM] | 10% | 2%
8 | 17%&16% | i | 8% | 3%
6 | -5% | -17% | -8% | -5%
1 | 3% | 20% | -1% | 6%
4 | -13% | i | ? | 3%

# The results go on:
nr | SMILES | EPAC1 agonist | PI5P4K alpha inh | GLP-1R agonist | GLP1R inv ag | IL-2 act
13 | Cc1ccc(OCC(=O)NCCNC(=O)c2ccccn2)cc1 | 4% | 0 | 17% | 17% | 0.0
14 | CC1(C(=O)O)CCN1C(=O)c1cccnc1Oc1ccccc1 (stereo not given) | 5% | 0 | -4% | 9% | -0.1
15 | COc1cc(CC(=O)O)ccc1O | -11% | 0 | -6% | 9% | 0.0
16 | c1ccc2cc(Sc3ncnc4c3oc3ccccc34)ccc2c1 | -3% | 4 | 10% | 4% | -2.6
17 | O=C(O)c1ccccc1NCc1cccs1 | 3% | -3 | -4% | 2% | -0.3
18 | CCOC(=O)c1cc(OC(=O)c2ccc(OC)cc2)n(-c2ccccc2)n1 | . | . | 7% | 1% | .
19 | Nc1nc2ccccc2n1/N=C/c1ccc(Br)cc1 | 0% | -7 | 1% | -14% | -0.3
20 | CC(O)c1nc2ccccc2n1Cc1ccccc1 (stereo not given) | -8% | -1 | -1% | 8% | 0.2
21 | CC(=O)Nc1ccc(Oc2cnccn2)cc1 | -4% | 10 | -5% | 2% | -0.2
22 | COc1ccccc1C(=O)NC(=S)Nc1cccc2cc(O)ccc12 | 10% | 3 | 9% | ? | -0.2
23 | Cc1cccc(C(c2c(C)nn(-c3ccccc3)c2N)c2c(C)nn(-c3ccccc3)c2N)c1 | -15% | 8 | -10% | ? | -2.1
24 | COCCCN1C(=O)C(CC(=O)NCCN2CCOCC2)CC(C(=O)N2CCOCC2)=C1C (stereo not given) | -2% | -4 | -1% | 7% | 0.2

nr | GLP1R cytotox | PTHR1 ag | EPAC1 antag | PLK1 PBD block
13 | -12% | i | 8% | -14%
14 | 0% | -12% | -6% | -5%
15 | 18% | i | -21% | -21%
16 | -2% | i | 8% | -11%
17 | 1% | i | -17% | 1%
18 | -5% | i | . | .
19 | -13% | -19% | -9% | -2%
20 | 2% | 6% | 8% | -3%
21 | 20% | i | -2% | -6%
22 | -21% | -6% | ? | -20%
23 | 0% | -7% | -12% | -3%
24 | 7% | -20% | 0% | -3%

# Later entries
nr | SMILES | EPAC1 agonist | PI5P4K alpha inh | GLP-1R agonist | GLP1R inv ag | IL-2 act
25 | O=C1c2ccccc2NC(c2ccc(-c3ccc(Br)cc3)o2)N1O (stereo not given) | 11% | . | -2% | ? | -1.9
26 | O=C(NCCSc1c[nH]c2ccccc12)c1ccc(Br)o1 | -4% | 0 | -4% | ? | -3.8
27 | Cc1n[nH]c(=O)c2c1nnn2Cc1ccccc1Cl | 1% | -11 | 3% | 35%[activator] | -4.3
28 | CCN(CC(=O)Nc1ccc(N2CCOCC2)cc1)Cc1nc2ccccc2c(=O)[nH]1 | 2% | 2 | -1% | 58%[activator] | -1.5

nr | GLP1R cytotox | PTHR1 ag | EPAC1 antag | PLK1 PBD block
25 | -30% | i | 6% | -9%
26 | -17% | -39% | -3% | 1%
27 | 1% | i | ? | -6%
28 | 9% | i | -12% | -6%
